High-throughput results (PubChem)
HTRA1 inhibitor – HTRA1 (human) protease inhibition | Q92743 | recombinant HTRA1, FP-rhodamine activity-based probe, fluorescence polarization | inhibition, % at 5.96 µM | hit rate 0.5% among 340,000; in the data active = inhibition above about 36%;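 also: 0% = enzyme with DMSO and 100% = wells lacking enzyme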
Target sequence (Q92743 whole entry, looked up): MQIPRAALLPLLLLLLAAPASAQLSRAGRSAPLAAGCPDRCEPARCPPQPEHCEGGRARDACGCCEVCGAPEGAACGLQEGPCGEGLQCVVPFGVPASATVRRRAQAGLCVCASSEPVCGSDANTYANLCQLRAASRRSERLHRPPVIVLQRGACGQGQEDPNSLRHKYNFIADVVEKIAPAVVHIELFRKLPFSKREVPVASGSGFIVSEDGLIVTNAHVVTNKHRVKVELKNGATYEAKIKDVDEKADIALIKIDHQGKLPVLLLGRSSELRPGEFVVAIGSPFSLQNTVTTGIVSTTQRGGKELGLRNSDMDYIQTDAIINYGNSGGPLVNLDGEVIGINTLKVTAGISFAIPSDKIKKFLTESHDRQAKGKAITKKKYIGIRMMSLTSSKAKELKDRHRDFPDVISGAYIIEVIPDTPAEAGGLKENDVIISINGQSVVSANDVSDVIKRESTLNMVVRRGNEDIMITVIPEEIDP
LEDGF integ inh – blocks HIV-1 LEDGF/p75-dependent DNA integration; TR-FRET IN-LEDGF/p75 DNA integration, Eu/Cy5; inhibition, % at 3.7 µM; hit rate 0.64% among 370,000; AID 743269;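 active = inhibition above the screen-wide mean plus 3 SD, cut at about 13% in these data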;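 also: signal is the Cy5 over europium emission ratio at 671 and 618 nm; 0% = plate median of compound wells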
mABHD4 FP – ABHD4 (mouse) inhibition, primary FP screen | purified mABHD4, FP-Rh probe fluorescence polarization | inhibition, % at 8.92 µM | hit rate 0.54% among 370,000;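 active = inhibition exceeding the mean over every tested compound plus 3 SD, cut at about 30% in these data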;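 also: 0% = plate median of compound wells and 100% = S159A mutant with DMSO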
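System: mouse ABHD4 enzyme, wild type / Medium: HEPES pH 7.0, NaCl, Pluronic buffer / Reagent: FP-Rh activity-based fluorescent probe / Control set: S159A mutant high control, sample median low control / Detection: fluorescence polarization with parallel and perpendicular emission, 525/598 nm / Schedule: 45 min + 60 min at 25 °C / Compound dosing: 8.92 µM, single dose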
TCR CD3 inh – human TCR-CD3 binding inhibition | TAMRA-labeled TCR probe fluorescence, biochemical | inhibition, % at 9.4 µM | hit rate 0.37% among 360,000 | AID 651800; in the data active = inhibition above about 19%;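 also: recombinant mutant TCR 2C K166C tagged with TAMRA read by polarization; 0% = receptor in buffer alone and 100% = receptor with positive control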
NPR2 activator – GC-B (human) receptor activation. P20594. HEK293-GC-B cells, CNP EC30, cGMP TR-FRET; 0% at EC30 CNP, 100% saturating CNP. activation, % at 10 µM. hit rate 0.11% among 370,000;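 active = activation at 10 µM reaching about 35% in either raw or pattern-adjusted values, limit read from the data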
PRMT1 FP inh – inhibitors of human PRMT1 | recombinant PRMT1, activity-based probe fluorescence polarization | hit rate 1.3% among 370,000 | inhibition, % at 2.79 µM | AID 652257;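 active = inhibition above about 21% made by adding two undisclosed values, limit read from the data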
MBD2 DNA inh – blocks human MBD2 binding to methylated DNA. Q9UBB5. TR-FRET, MBD2 binding to methylated oligonucleotide. inhibition, % at 4.4 µM. hit rate 0.31% among 370,000. AID 686964; in the data active = inhibition above about 13%
Target sequence (Q9UBB5 whole entry, looked up): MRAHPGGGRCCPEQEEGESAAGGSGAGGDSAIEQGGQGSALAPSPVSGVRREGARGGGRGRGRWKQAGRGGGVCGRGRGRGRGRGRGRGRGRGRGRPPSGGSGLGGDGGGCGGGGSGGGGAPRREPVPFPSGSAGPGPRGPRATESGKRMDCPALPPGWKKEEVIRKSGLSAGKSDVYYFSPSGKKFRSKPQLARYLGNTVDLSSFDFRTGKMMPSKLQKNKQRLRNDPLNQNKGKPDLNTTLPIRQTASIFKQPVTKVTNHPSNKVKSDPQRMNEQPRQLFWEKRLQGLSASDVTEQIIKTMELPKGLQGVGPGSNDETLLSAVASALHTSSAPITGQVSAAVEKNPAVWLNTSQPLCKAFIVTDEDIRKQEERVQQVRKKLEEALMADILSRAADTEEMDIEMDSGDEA
TDP2 inh – blocks human TDP2 phosphodiesterase activity. O95551. recombinant TDP2, T5PNP hydrolysis, p-nitrophenol absorbance 415 nm. inhibition, % at 12.8 µM. hit rate 0.34% among 370,000;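 active = inhibition above the mean of all tested compounds plus 3 SD, set per campaign, cut at about 25% in these data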;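 also: 0% = DMSO with enzyme and 100% = buffer with substrate but no TDP2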
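System – recombinant human TDP2 · Amount – 120 nM TDP2 per well · Buffer or medium – Mg2+-containing Tris-HCl buffer, pH 7.5 · Reagent – T5PNP substrate, 5 mM · Dosing – 12.8 µM single point, 1% DMSO · Incubation – 2 h at 37 °C · Measured by – epi absorbance · Read-out basis – percent inhibition · Benchmarks – high control without enzyme, low control DMSO plus TDP2 · Repeats – singlicate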
SIAE inh – blocks human sialic acid acetylesterase. inhibition, % at 9.66 µM. hit rate 0.69% among 370,000. SIAE FP-Rh probe binding, fluorescence polarization. Q9HAT2;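 active = inhibition above a cutoff: mean of compounds within the control limits plus 3 SD of those, cut at about 17% in these data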;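 also: 0% = plate median of compound wells and 100% = probe without SIAE protein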
rCAG binder – binds r(CAG) RNA repeats | r(CAG) RNA repeat, TO-PRO-1 dye displacement fluorescence | inhibition, % at 3 µM | hit rate 1.3% among 370,000;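 active = inhibition above the plate cutoff, the mean of all test compounds on that plate plus 3 SD, cut at about 35% in these data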;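 also: 0% = DMSO alone and 100% = 100 µM mitoxantrone as full dye displacement; higher means more dye released from RNA so lower well fluorescence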
Active calls of the source: *; nt = no result given.

SMILES	HTRA1 inhibitor	LEDGF integ inh	mABHD4 FP	TCR CD3 inh	NPR2 activator	PRMT1 FP inh	MBD2 DNA inh	TDP2 inh	SIAE inh	rCAG binder
CCCCCOC(=O)NCCOC(=O)Nc1ccc(C(=O)OCC)cc1	-22	0	-2	-1	-1	0	-1	-2	-2	-10
Cn1c(-c2ccccc2)cc2onc(-c3ccccc3)c2c1=O	3	2	1	-2	-5	-1	3	1	-2	-5
O=S(=O)(NCC1CCCO1)c1cnc(Cl)c(Cl)c1 (stereo unspecified)	2	0	3	3	5	3	4	7	2	-2
O=C(CSc1ccc(-c2nc3ccccc3[nH]2)cn1)N1CCN(C(=O)c2ccco2)CC1	-8	3	-9	-11	3	8	6	2	-5	11
Cc1cc(=O)oc2cc(OCCSCCN3CCCC3)ccc12	nt	0	5	-3	-19	0	1	-10	0	-1
COc1ccc(/C=C/C(=O)OCC(=O)c2c(C)[nH]c3ccccc23)cc1OC	1	0	-9	0	-3	0	-6	4	4	7
CC1CC(C)CN(S(=O)(=O)c2ccc(Oc3ccc([N+](=O)[O-])cc3)cc2)C1 (stereo unspecified)	3	0	6	0	-2	3	-3	4	-5	-4
CC(=O)Nc1nc(C2CC2)cc(-c2ccccc2)c1C#N	9	-4	-2	-1	8	2	2	-2	-2	-4
CCn1ccc(C(=O)Nc2ccccc2Cl)n1	0	1	-4	3	0	-1	3	1	0	-3
COc1ccc(C)c(NC(=O)C2CC(=O)NC3=C2C(=O)CCC3)c1 (stereo unspecified)	4	-1	6	-6	-2	-1	0	1	0	1
O=C(OCCN1CCCCC1)c1ccccc1Cl	-2	0	5	6	-4	-2	5	-5	2	0
CCc1ccccc1N(CC(=O)Nc1cccc(N(C)S(C)(=O)=O)c1)S(C)(=O)=O	5	0	4	3	6	-2	-5	8	3	0
COc1ccc(C(=O)CSc2n[nH]c(=O)[nH]c2=O)cc1	5	-5	4	7	1	-2	6	-7	11	-2
CC(=O)NCCC(=O)N(C)CC1CCN(CCc2cccc(C(F)(F)F)c2)CC1	0	0	2	5	-1	-5	-4	-11	-4	-7
CC1O[C@H](OC2C(COC3OC(CO)C(O)[C@H](O)C3O)OC(OC3CC[C@]4(C)C(CC[C@@]5(C)[C@@H]4C=C[C@]46OC[C@@]7(CCC(C)(C)C[C@H]74)C(O)C[C@@]56C)C3(C)C)C(O)C2O)C(O)C(O)C1O (stereo partly specified)	-5	0	-2	3	3	-3	-1	-9	-4	2
O=C(Nc1ccccc1C(=O)N1CCCCC1)NC1CCCCC1	2	-2	4	8	-1	-2	0	6	0	-1
Fc1ccc(NC(=S)NC2CC3CCCC(C2)N3Cc2cccs2)cc1 (stereo unspecified)	-7	1	-1	14	2	-3	0	2	7	-2
Cc1ccc(S(=O)(=O)NN2C(=O)c3ccccc3NC2c2ccccn2)cc1 (stereo unspecified)	-5	7	-11	0	-6	-4	-6	-10	-3	3
Cc1ccc(-c2cc3c(n2-c2ccc(C(=O)O)cc2)CCCC3=O)cc1	-3	-4	8	-5	-1	5	1	-9	4	3
O=C(NCC(c1ccco1)N1CCCC1)c1ccccc1F (stereo unspecified)	6	-5	4	-5	5	2	1	7	10	0
COC(Cn1c2c(c3cc(C)ccc31)CCCC2NCc1ccccc1)OC (stereo unspecified)	nt	-1	5	-1	-3	2	5	-3	2	-4
COc1ccc(Cl)cc1-c1nc(N)nc(N(C)C)n1	2	1	0	-8	0	2	4	3	-2	-2
CCc1ccc(OC)c(S(=O)(=O)Nc2ccc(Cc3ccncc3)cc2)c1	-11	7	-9	4	-3	0	4	-24	-11	-1
CC(=O)c1cccc(NC(=O)NNC(=O)CCC(=O)Nc2ccc(C)c(C)c2)c1	5	1	3	5	4	-3	4	4	0	1
Cn1nnnc1Sc1ncnc2scc(-c3cc4ccccc4o3)c12	-30	1	-14	-1	6	6	1	3	-10	7

Single entries from the entries so far:
Reading of Cn1nnnc1Sc1ncnc2scc(-c3cc4ccccc4o3)c12 under TDP2 inh: 3
Reading of COc1ccc(C(=O)CSc2n[nH]c(=O)[nH]c2=O)cc1 under TDP2 inh: -7
Reading of Cc1cc(=O)oc2cc(OCCSCCN3CCCC3)ccc12 under TCR CD3 inh: -3
Reading of Fc1ccc(NC(=S)NC2CC3CCCC(C2)N3Cc2cccs2)cc1 (stereo unspecified) under MBD2 DNA inh: 0

The listing picks up, starting 2 compounds before the break.
SMILES	HTRA1 inhibitor	LEDGF integ inh	mABHD4 FP	TCR CD3 inh	NPR2 activator	PRMT1 FP inh	MBD2 DNA inh	TDP2 inh	SIAE inh	rCAG binder
CC(=O)c1cccc(NC(=O)NNC(=O)CCC(=O)Nc2ccc(C)c(C)c2)c1	5	1	3	5	4	-3	4	4	0	1
Cn1nnnc1Sc1ncnc2scc(-c3cc4ccccc4o3)c12	-30	1	-14	-1	6	6	1	3	-10	7
Cc1oc2c(c(=O)c1C)C(=O)CC(c1ccccc1)C2 (stereo unspecified)	5	-2	1	3	-5	0	-9	-1	0	-2
O=C(CCS(=O)(=O)c1ccc(Br)cc1)Nc1ccccn1	-2	0	3	-3	-4	0	4	-4	-4	2
O=C(N/C=N/O)C1=NOC(CNc2ncc(C(F)(F)F)cc2Cl)C1 (stereo unspecified)	-6	-1	-6	-15	-9	0	-3	-11	-1	2
COc1ccccc1C(=O)N/C(=C\c1ccccc1)C(=O)NCc1ccco1	-1	-5	-13	-8	2	8	4	-18	-1	4
COc1ncnc2c1ncn2CCCN(C)CCc1ccccn1	3	0	-9	-10	3	7	8	1	0	0
O=C(CNc1ccc(F)cc1)N/N=C/C1CC=CCC1 (stereo unspecified)	-14	1	5	-1	2	-5	-3	6	7	1
CCn1cc(C(=O)O)c(=O)c2cc(F)c(N3CCN(C(=S)Nc4ccccc4OC)CC3)cc21	0	2	0	5	-4	-2	0	11	6	5
CC(C)C[C@@H]1CN(CCCC[C@H]2CNC(=O)C(=O)N2CCC2CCCCC2)C(=O)C(=O)N1Cc1ccccc1	nt	-2	17	6	2	-3	-5	-1	-7	-2
O=C(N[C@H]1CCCc2c1cnn2-c1ccc(F)cc1F)c1ccccn1	nt	-3	-1	nt	-1	-2	2	6	-1	nt
CC1CCCC(C)N1C(=O)CSc1nnc(COc2ccc(F)cc2)o1 (stereo unspecified)	-6	-2	-3	0	-1	-2	4	2	2	-9
Cc1ccccc1OCc1nc(-c2cccnc2)no1	-5	0	3	-6	1	4	-4	11	15	-3
COc1ccc(C(=O)Cn2nnc(-c3ccccc3-n3cnnn3)n2)cc1	-8	0	3	-5	2	0	0	14	-17	-3
CC1CCCCC1NC(=O)CN1C(=O)c2ccccc2S1(=O)=O (stereo unspecified)	-6	0	10	2	9	1	4	0	1	-3
O=C(c1ccccc1)N1N=C(c2ccccc2)CC1c1ccccc1[N+](=O)[O-] (stereo unspecified)	-7	0	-3	-2	0	1	2	11	-1	2
CCn1c(COc2cccc(C)c2)nnc1SCC(=O)NC1CCCC1	3	1	9	5	-3	1	4	-6	2	-7
C[C@H]1CC[C@]2(O[C@@H](CCO)C[C@H](O)[C@H]2O)O1	-10	0	7	-3	7	2	2	-1	0	1
COc1ccc(N2CC(C(=O)OC(C)C(=O)c3ccccc3)CC2=O)cc1 (stereo unspecified)	2	-3	-5	-1	2	-1	2	-2	-9	-3
O=C(NNC(=S)Nc1ccccc1Cl)c1ccccc1Br	-6	-2	13	2	-4	-2	-2	4	4	12
CC(C)OCCCNC(=O)[C@H]1N2C(=O)c3ccccc3C2SC1(C)C (stereo partly specified)	-6	-2	5	-4	3	6	0	0	4	2
O=C(CC1SC(=O)N(Cc2ccccc2)C1=O)Nc1nccs1 (stereo unspecified)	-5	4	-4	5	-1	-2	1	1	-7	2
COc1ccc(/C(C)=N/NC(=O)CNC(=O)c2cccnc2)cc1	2	1	0	2	0	1	-2	-13	-1	-4
Cc1cc(C)c2c(CC(=O)N(CCC#N)Cc3cccnc3)coc2c1	-9	0	5	10	1	0	0	-2	-8	1
O=C(NC1CCCCC1)OC1CC2CC1[C@H]1CCCCN1C2=O (stereo partly specified)	nt	1	-1	2	3	-5	0	-11	-1	1
CCC(C)c1ccccc1NC(=O)COC(=O)c1ccc(C)c(NC(=O)c2ccco2)c1 (stereo unspecified)	-20	5	49*	5	1	-4	-3	-5	-4	-4
COc1cc(C(=O)NCC(c2ccc(F)cc2)N2CCOCC2)ccc1OCc1ccccc1Cl (stereo unspecified)	-31	-5	-15	-1	2	4	3	-15	-1	-3

Remaining list, next part
SMILES	HTRA1 inhibitor	LEDGF integ inh	mABHD4 FP	TCR CD3 inh	NPR2 activator	PRMT1 FP inh	MBD2 DNA inh	TDP2 inh	SIAE inh	rCAG binder
O=C(COC(=O)c1cccc(S(=O)(=O)N2CCCCC2)c1)NCc1cccc(Cl)c1	-4	-2	-3	4	-2	3	-4	-5	3	3
COCCSc1ccccc1C(=O)N1CCN(c2ccccc2)CC1	-3	-4	5	6	2	4	5	1	3	-11
O=[N+]([O-])c1cccc(N=NN(CCO)c2cccc([N+](=O)[O-])c2)c1	-6	-1	8	-3	0	3	5	2	-6	10
CCOc1ccc2nc(N3C(=O)C(O)=C(C(=O)c4ccco4)C3c3ccco3)sc2c1 (stereo unspecified)	9	18*	22	-5	3	18	-4	-21	-2	22
CC(=O)NNc1cc(C)nc(NS(=O)(=O)c2ccc(C)cc2)n1	4	3	3	1	0	-7	-7	-4	3	-1
C/C(=N\O)c1ccc2c(c1)CC(C)O2 (stereo unspecified)	3	1	3	6	2	1	-1	8	6	0
O=C1CCC(=O)N1c1ccc(NCCc2cccc(F)c2)c([N+](=O)[O-])c1	4	2	-3	2	-2	-1	0	-13	-3	-4
CC1=NC(C)Cc2ccccc21 (stereo unspecified)	5	3	4	3	4	0	2	7	-8	-3
COC(=O)c1sccc1NC(=S)Nc1cccc(F)c1	0	-8	8	-12	6	4	-2	-6	-2	-1
COc1ccc(OC)c(CN2C(=O)CN(S(C)(=O)=O)CC2(C)c2nnnn2C2CCCC2)c1 (stereo unspecified)	nt	-1	4	nt	2	1	1	5	-5	5
COc1ccc(-c2nnc(SCC#CCO)o2)cc1OC	-2	0	7	2	1	-1	0	-7	-2	-3
COc1ccc(CNC(=S)NC2CCCCC2)cc1	-3	0	-3	1	1	2	-1	5	1	-5
O=C(CCn1c(=S)[nH]c2cc3c(cc2c1=O)OCO3)NCc1ccc(Cl)cc1	7	2	4	1	-6	1	-3	1	0	4
C=C(C)C(=O)Nc1cccc(C2=NOC3(C2)C[C@@H](C(N)=O)N(C(=O)/C=C/CC)C3)c1 (stereo partly specified)	-7	9	-12	8	-1	0	39*	-3	-18	4
Nn1c(SCC(=O)N2CCOCC2)nnc1-c1n[nH]c2c1CCC2	nt	1	6	nt	3	-4	-4	1	1	1
C[C@@H]1CN([C@@H](C)CO)C(=O)CCCn2cc(nn2)CO[C@H]1CN(C)C(=O)c1ccccc1	nt	1	0	1	3	-1	-1	7	-1	-1
Cc1onc(-c2ccccc2)c1C(=O)NC(=S)NNC(=O)c1ccncc1	6	-1	-4	2	3	4	3	2	7	4
Cn1c(=O)c2c(ncn2CC(=O)N/N=C/C=C/c2ccccc2)n(C)c1=O	10	-1	-2	5	0	0	-7	7	-2	-5

This is a subset; the hit share may differ from the screen's.
